Shiga toxin inh = A qHTS for Small Molecule Inhibitors of Shiga Toxin; AID 2315, 2010; 9.2% of 290,000 active; Vero cells, Shiga toxin protein synthesis inhibition reporter; inhibition, % at 38.7 µM; in the data active = inhibition mostly above about 28%, no sharp cut-off; inactive = mostly below about 43%; also: 0% is about no effect
Pf growth 96h = Primary qHTS for delayed death inhibitors of the malarial parasite plastid, 96 hour incubation; P. falciparum luciferase reporter growth, 96 h; 6.9% of 320,000 active; Potency, µM (highest dose often 28.7 µM), for inactives: at the top dose activity change, negative = inhibition, actives largely listed as inhibitors; also: potency is read from the fitted curve at half-maximal effect; % is scaled to controls: 0 for no effect and ±100 for the full control effect
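Two-generation exposure (96 h) targets delayed-death phenotype. Reporter parasites carrying integrated firefly luciferase, in red cells at 2% hematocrit and 0.05% parasitemia final, kept at 37 C, 5% CO2; luminescence loss indicates inhibition.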
TbPYK inhibitor = qHTS of Trypanosoma Brucei Inhibitors; AID 624173, 2012; TbPYK enzyme, Kinase-Glo Plus ATP luminescence, 45 min; Potency, µM (series often up to 76.8 µM), for inactives: at the top dose activity, negative = inhibition, hits mostly inhibitors; 0.12% of 410,000 active; pyruvate kinase (Trypanosoma brucei), Q57TT1; also: potency is read from the fitted curve at half-maximal effect; % is scaled to controls: 0 for no effect and ±100 for the full control effect; nearly all actives have a fitted effect of over 50% in size
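In this concentration-response screen, enzyme-free wells defined baseline while DMSO plates tracked drift. Each reaction combined TbPYK, substrate, compound and 130 uM ADP for 45 min at room temperature. Kinase-Glo Plus luminescence gave the signal.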
Pf growth 48h = Primary qHTS for delayed death inhibitors of the malarial parasite plastid, 48 hour incubation. P. falciparum luciferase growth in erythrocytes, 48 h. Potency, µM (doses to about 28.7 µM), without a hit: at the top dose activity change, negative = inhibition, actives largely listed as inhibitors. 5.9% of 310,000 active; also: potency is read from the fitted curve at half-maximal effect; % is scaled to controls: 0 for no effect and ±100 for the full control effect
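A one-generation exposure of luciferase-tagged malaria parasites in RPMI 1640/Albumax erythrocyte culture, 37 C and 5% CO2. Inhibition is inferred from decreased luminescence after adding detection reagent.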
LmPK inhibitor = qHTS Assay for Inhibitors of Leishmania Mexicana Pyruvate Kinase (LmPK); Q27686; purified LmPK, Kinase-Glo ATP luminescence, 1 h; Potency, µM (titrated, usually from 57.5 µM), for inactives: at the highest dose activity change, negative = inhibition, most hits filed as inhibitors; 0.37% of 290,000 active; AID 1721, 2009; also: potency is read from the fitted curve at half-maximal effect; % is scaled to controls: 0 for no effect and ±100 for the full control effect
Target sequence (Q27686 whole entry, looked up): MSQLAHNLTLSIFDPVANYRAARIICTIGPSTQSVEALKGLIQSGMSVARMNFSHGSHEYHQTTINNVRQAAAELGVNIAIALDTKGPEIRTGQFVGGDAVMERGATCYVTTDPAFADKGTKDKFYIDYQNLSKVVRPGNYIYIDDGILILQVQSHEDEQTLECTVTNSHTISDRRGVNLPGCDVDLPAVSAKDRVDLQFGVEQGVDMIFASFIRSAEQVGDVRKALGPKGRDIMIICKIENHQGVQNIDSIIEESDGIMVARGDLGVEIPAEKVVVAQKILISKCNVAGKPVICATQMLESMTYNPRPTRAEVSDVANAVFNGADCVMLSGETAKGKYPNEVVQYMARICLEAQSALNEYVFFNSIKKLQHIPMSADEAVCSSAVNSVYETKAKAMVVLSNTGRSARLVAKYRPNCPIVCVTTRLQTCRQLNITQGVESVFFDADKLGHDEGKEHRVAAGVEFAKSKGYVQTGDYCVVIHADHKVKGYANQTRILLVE
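Pyruvate kinase activity monitored as ATP production (luciferase luminescence). Conditions: 0.1 nM enzyme, 0.5 mM PEP, 0.1 mM ADP, 1 h, RT; normalized against uninhibited and no-enzyme wells.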
HCV inh = qHTS Assay for Inhibitors of Hepatitis C Virus (HCV). 3.4% of 340,000 active. Huh7.5.1 HCVcc-Cre infection, luciferase reporter, 44 h. Potency, µM (top dose mostly 41.8 µM), inactives show at the top dose activity change, negative = inhibition, most hits filed as inhibitors. AID 651820, 2012; also: potency is read from the fitted curve at half-maximal effect; % is scaled to controls: 0 for no effect and ±100 for the full control effect
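Cells seeded at 1,000/well and cultured 4 h, then compounds added followed by HCVcc-Cre virus (~0.5 moi). After 44 h further culture, luciferase substrate was added, plates held 15 min at room temperature, and luminescence read for 15 sec.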
Cycloheximide cs = Cycloheximide Counterscreen for Small Molecule Inhibitors of Shiga Toxin | cell reporter, cycloheximide protein synthesis inhibition counterscreen | max response, % | 12% of 300,000 active | AID 2314, 2010; in the data active = max response mostly above about 13%, no sharp cut-off; inactive = mostly below about 14%; also: read at 38.3 µM for the half of the compounds with a filed dose; 0% is about no effect
Active calls of the source: *; ? = inconclusive; / = no result given; & = joins results of further samples; [ ] = remark or other dose. Unless noted, calls follow the shape of the dose curve; as a rule, active = well fitted curve in the direction sought with a large enough effect; inconclusive = small, poorly fitted or top-dose-only effect, or another doubt; inactive = no such curve, though single readings can be large; an effect the other way counts as inactive or inconclusive.

SMILES	Shiga toxin inh	Pf growth 96h	TbPYK inhibitor	Pf growth 48h	LmPK inhibitor	HCV inh	Cycloheximide cs
Cc1cc(OC(=O)c2ccc(Cl)cc2)cc(=O)n1C	-7	30%	9%	3%	-10%	2%	-1
CCN(CC)C(=O)c1[nH]cnc1C(=O)Nc1cccc(Cl)c1	/	?	0%	10%	/	-18%	/
O=C(NC1CCCCCC1)c1cc(S(=O)(=O)N2CCOCC2)ccc1F	16	7%	-1%	16%	0%	-2%	9
Cc1csc(SCC(=O)Nc2cc([N+](=O)[O-])ccc2F)n1	/	?	10%	?	/	-6%	/
C#CC[N+]1(C)[C@@H]2CC(OC(=O)C(CO)c3ccccc3)C[C@H]1C(O)C2 (stereo partly specified)	-4	0%	3%	12%	2%	6%	-2
COc1ccccc1OCc1csc(NC(=O)c2ccco2)n1	98*	176%[activator]	-13%	91%[activator]	-2%	-8%	53*
COc1ccc(N(Cc2cc3cccc(C)c3[nH]c2=O)C(=O)C2CCCO2)cc1 (stereo unspecified)	9	?	-9%	-5%	11%	-8%	1
O=C1c2ccccc2C(=O)N1CCSc1ccccc1	61	254%[activator]	3%	/	-4%	15%	34*
Cc1cccc(C(=O)N2CCN(C(=O)c3cccc(C)c3)C(C)C2)c1 (stereo unspecified)	2	/	3%	-19%	2%	-9%	-3
COc1ccccc1C(=O)N(Cc1ccco1)C1CCS(=O)(=O)C1 (stereo unspecified)	24	/	-5%	16%	3%	20%	-5
CCC(=O)N(c1nnc(SCC(=O)Nc2ccc(N3CCOCC3)cc2)s1)C1CC1	/	-17%	3%	-4%	/	7%	/
CCC(C)(C)n1nnnc1C(c1ccccc1)N1CCN(Cc2ccccc2)CC1 (stereo unspecified)	2	?	2%	?	-8%	18%	1
COc1ccc(S(=O)(=O)N2CCC(C(=O)Nc3c(F)cccc3F)CC2)cc1	-14	-10%	6%	0%	-4%	-3%&6%	-6
O=C(CNC(=O)c1ccc(Br)o1)NCCc1ccc(F)cc1	-11	34%[activator]	2%	-2%	-3%	-1%	1
Nc1ccc(-n2nncc2-c2ccc(Cl)cc2)cc1	-3	/	-19%	?	-17%	-3%	-1
Cn1cccc1CC(=O)NNC(=O)Nc1ccc(F)cc1	-11	47%[activator]	4%	18%	-3%	-1%	1
Cc1ccc(Cn2c(=N)c(C#N)cc3c(=O)n4cccc(C)c4nc32)cc1	-15	15µM*	/	10%	-6%	/	-1
COc1ccccc1N1C(N)=NC(N)=NC1(C)C	3	10%	-7%&-16%	?	0%	2%	-3
CCC(C(=O)Nc1nccs1)c1ccccc1 (stereo unspecified)	10	-20%	0%	?	-3%	21%	-1
Cc1nc(-c2ccccc2)sc1C(=O)/C=C/c1ccccc1	8	?	0%	1%	-3%	2%	12
Cc1cc(=O)[nH]c(SCc2cc(=O)n3nc(C)sc3n2)n1	22	?	3%	/	-2%	13%	12
O=C(CSc1nncn1-c1ccccc1)Nc1c(F)cccc1F	5	23%	-16%	10%	2%	19%	-5
CCCCc1nnc(NC(=O)CSc2nc(=O)cc(N)n2-c2ccccc2)s1	-2	2%	4%	?	-7%	12%	2
Cn1c2ccccc2c2cc(C(=O)N3CCOCC3)sc21	94	49%[activator]	4%	48%[activator]	-1%	-27%	21*
Cc1cc(NC(=O)CCN2C(=O)C3C4C=CC(C4)C3C2=O)ccc1Br (stereo unspecified)	52	0%	3%	9%	1%	-1%	23*
OCCSc1nnc(Nc2ccccc2)s1	87*	?	-4%	-19%	-17%	-7%	38*
CSCC[C@H](NC(=O)OC(C)(C)C)C(=O)N1CCC(C(=O)N[C@H](C(=O)O)C(C)C)CC1	-6	-29%	-2%	10%	3%	15%	2
COc1cccc(C(=O)/C=C/Nc2cccc(O)c2)c1	-10	240%[activator]	?	/	14µM*	-3%	-1
COc1ccc(NC(=S)N2CCC(NC(=O)C3CCCCC3)CC2)cc1	-21	-3%	-12%	-1%	1%	19%	-2
COc1cccc(CCNC(=O)CC2C(=O)NCCN2Cc2ccc(Cl)c(F)c2)c1 (stereo unspecified)	28	30%[activator][5.75 µM]	2%	2%	-1%	-22%	-2
O=C(C1=C(O)C(=O)N(CC2CCCO2)C1c1ccccc1)c1ccco1 (stereo unspecified)	-10	39%	-1%	39%[activator]	-3%	23%	-2
O=C(NCCO)c1ccc2c(c1)S(=O)(=O)c1ccccc1C2=O	-5	/	-1%	9%	4%	-8%	-3
COc1ccc(OC)c(S(=O)(=O)N2CCCC(N3CCN(c4ccccc4)CC3)C2)c1 (stereo unspecified)	-5	?	-7%	-5%	2%	-14%	-7
CCn1nnc2cc(C(=O)NCC(c3ccccc3OC)N(C)C)ccc21 (stereo unspecified)	29	-14%	1%	-26%	0%	-20%	10
Cc1ccc(C)c(S(=O)(=O)Nc2ccc(C(=O)NCCc3ccccn3)cc2)c1	31	?	-5%	5%	1%	3%	-3
CC(=O)O/N=C/c1c(Cl)n(C)c2ccccc12	-9	0%	6%	36%[activator]	2%	-3%	-3
Cc1ccc(N2CCN(/N=C/c3ccccc3)CC2)cc1	4	25%	2%	19%	3%	0%	-2
COc1ccccc1CNC(=O)/C=C/c1cc2c(cc1Br)OCO2	-10	22%	0%	-2%	6%	25%	12
CCCCNC(=O)O/N=C(\N)CS(=O)(=O)C(C)(C)C	8	39%[activator]	0%	51%[activator]	1%	-10%	-3
CC(=O)Nc1ccc(S(=O)(=O)NCc2nc(-c3ccc(C)cc3)no2)cc1	15	?	4%	3%	-2%	1%	-3
O=C(OCC(=O)c1cccs1)c1cccc(C(=O)OCC(=O)c2cccs2)n1	-6	23%	0%	26%	1%	-1%	-4
COc1ccc(CNC(=O)CN(Cc2ccc(F)cc2)C(=O)CCC(=O)Nc2nccs2)cc1	-5	-1%	0%	-5%	-2%	-9%	-1
CCOC(=O)C(=O)NC1CCSC1=O (stereo unspecified)	-8	/	3%	-7%	10%	?	7
COc1ccccc1/C=N/NC(=O)CC(=O)Nc1ccc(Cl)c(Cl)c1	2	114%[activator]	-4%	33%[activator]	1%	14%	11
CCOc1ccc(C(=O)NNC(=O)c2cc(S(=O)(=O)N3CCOCC3)ccc2Cl)cc1	/	6%	3%	?	/	-5%	/

Part of the list above, with two lines to a compound.
Every second line gives: Shiga toxin inh | Pf growth 96h | TbPYK inhibitor | Pf growth 48h | LmPK inhibitor | HCV inh | Cycloheximide cs
> O=C(C1=C(O)C(=O)N(CC2CCCO2)C1c1ccccc1)c1ccco1 (stereo unspecified)
 : -10 | 39% | -1% | 39%[activator] | -3% | 23% | -2
> O=C(NCCO)c1ccc2c(c1)S(=O)(=O)c1ccccc1C2=O
 : -5 | / | -1% | 9% | 4% | -8% | -3
> COc1ccc(OC)c(S(=O)(=O)N2CCCC(N3CCN(c4ccccc4)CC3)C2)c1 (stereo unspecified)
 : -5 | ? | -7% | -5% | 2% | -14% | -7
> CCn1nnc2cc(C(=O)NCC(c3ccccc3OC)N(C)C)ccc21 (stereo unspecified)
 : 29 | -14% | 1% | -26% | 0% | -20% | 10

Next structures:
SMILES	Shiga toxin inh	Pf growth 96h	TbPYK inhibitor	Pf growth 48h	LmPK inhibitor	HCV inh	Cycloheximide cs
CC(NC(=O)Cc1cccs1)c1ccc2c(c1)OCO2 (stereo unspecified)	12	?	-2%	2%	-16%	23%	-2
O=C(CCN1C(=O)COc2ccccc21)NCCC1=CCCCC1	0	22%	-4%	18%	-2%	-7%	-4
COC(=O)CSC1=C(C#N)C(c2ccsc2)CC(=O)N1 (stereo unspecified)	-12	13%	3%	11%	2%	?	-3
CC(=O)Nc1ccc(NC(=O)Nc2ccccc2C)cc1	-2	26%	-5%	58%[activator]	-3%	13%	17
CCSc1cc(N2CCCC2)nc(-c2cccc(C)c2)n1	30	4%	2%	-1%	-2%	?	4
O=C1CC(c2cc(F)ccc2F)c2cc3c(cc2N1)CCC3 (stereo unspecified)	-8	55%[activator]	-3%	?	1%	?	-3
CCn1c(C)nc2cc(C(=O)NNC(=S)Nc3ccc(Cl)cc3)ccc21	25	?	-17%	-9%	8%	1%	22*
CC1CCCN(C(=S)NC2CCCC2)C1 (stereo unspecified)	-7	22%	0%	23%	3%	-2%	1
COC(=O)c1sccc1NC(=O)C1CC2CCC1C2 (stereo unspecified)	-18	/	-2%	11%	-2%	15%	-2
N#Cc1ncc(C(F)(F)F)cc1Sc1ccccc1N	-22	/	4%	-5%	-2%	2%	-1
O=C1COc2ccc(-c3csc(NCC4CCCO4)n3)cc2N1 (stereo unspecified)	-7	15µM*	-2%	/	14%	?	-2
O=C(COC(=O)c1ccccc1NC(=O)c1ccco1)NCc1ccc2c(c1)OCO2	41	0%	-10%	?	-1%	-9%	-2
O=c1oc2ccc(C#CC3(O)CCCCC3)cc2cc1-n1cc(C2(O)CCCCC2)nn1	/	47%[activator]	-2%	22%	/	7%	/
O=C(CN1CCN(c2ccccc2)CC1)N1CCc2ccccc21	50	35%	-4%	0%	8%	16%	2
COC(=O)[C@@H]1C[C@@H](c2ccccc2)[C@H](C)C1(C)C	/	13%	-4%	-1%	/	5%	/
O=C(C1=C(c2ccccc2)C(=O)c2ccccc2C1=O)c1ccccc1	34	28%	3%	1.5µM*	0%	10µM*	20
Cc1ccc(S(=O)(=O)/C(C#N)=C/c2ccccc2OCc2ccccc2)cc1	-6	?	0%	2%	3%	21%	8
N#CCC(=O)NCC1(c2ccccc2)CCCC1	-5	-20%	-1%	-14%	2%	-2%	-2
CC(=O)c1ccc(NC(=O)COC(=O)c2ccccc2N=Nc2ccc(N(C)C)cc2)cc1	99*	?	-5%	?	1%	-17%	49*
CC(C)(C)NC(=O)NC(=O)COC(=O)Cc1ccc(Cl)cc1Cl	17	-1%	3%	15%	-6%	21%	3
CCCCCOc1ccc(N2C(=O)C(C)CNC2=S)cc1 (stereo unspecified)	-4	41%[activator]	/	-3%	-2%	/	-3
CC1=C(C(=O)Nc2cccc(C(=O)NC3CCCCC3C)c2)SCCO1 (stereo unspecified)	-5	9.3µM*	-3%	-11%	-2%	?	-8
CN(CC(=O)Nc1ccc(F)cc1)C(=O)c1cn(-c2ccccc2)nc1-c1cccs1	/	?	-12%	?	/	?	/
O=C(CSc1nc(-c2ccccc2)cs1)NCc1ccco1	44*	/	-11%	20%	1%	-23%	22*
O=C(NC(CCl)c1ccccc1)c1ccc(Cl)cc1 (stereo unspecified)	35	39%[activator]	3%	1%	2%	-10%	14
O=C(Nc1cccc2c1CCCC2)c1ccncc1	9	?	-3%	21%	2%	21%	-2
O=C1CC2(CCN(C(=O)c3ccccc3Cl)CC2)Oc2ccccc21	/	?	-4%	-5%	/	-8%	/
C=CCN1C(=O)C2(c3ccccc31)C1CCCC=C1C(C#N)=C(N)C2(C#N)C#N (stereo unspecified)	1	305%[activator]	-11%	-25%	0%	-15%	7
Cc1ccc(-c2n[nH]c(S(C)(=O)=O)c2C#N)cc1	5	-1%	0%	-2%	-19%	8%	-2
